HT1080 IDH1KD tx: kills HT-1080 cells with IDH1 knockdown; 2% of 360,000 active; HT-1080 IDH1 knockdown viability, ATP luminescence, 48 h; Potency, µM (top dose mostly 46.1 µM), for inactives: at the highest dose activity, negative = toxicity, most hits filed as cytotoxic;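 also: 0% = DMSO wells and -100% = cell-free medium wells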
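CellTiter-Glo luminescence after 48 h compound exposure at 37 degrees C of IDH1-knockdown HT-1080 cells in 5% FBS RPMI. %Activity scaled between DMSO wells and cell-free media wells, with curves fitted and assigned curve classes.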
TDP-43 yeast inh: TDP-43 toxicity inhibition in yeast; TDP-43 expressing yeast growth rescue, BacTiter-Glo, 24 h; 1.8% of 410,000 active; Potency, µM (top dose mostly 46.1 µM), inactives show at the top dose growth rescue (activation), most hits filed as activators; AID 652104; also: % of control where 0% means no effect; nearly all actives have a fitted effect of over 50% in size
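Yeast expressing TDP-43 (pregrown in raffinose, seeded at OD600=0.02 in galactose medium) exposed to compounds 24 hr at 30 deg C. Growth read by BacTiter-Glo luminescence; rescue of toxicity appears as increased signal.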
GLP1R cytotox: cytotoxic in the GLP-1 receptor inverse agonist counter-screen; AID 624418; Potency, µM (top dose mostly 38.3 µM), for inactives: at the top dose activity change, negative = inhibition, most hits filed as inhibitors; HEK293 cAMP-luciferase reporter cells, luminescence, 24 h; 0.13% of 410,000 active;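 also: loss of luciferase light is scored as toxicity; % is scaled to controls: 0 for no effect and ±100 for the full control effect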
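Seeding density was 200 cells/uL; after overnight-length (12 h) culture, 23 nL compounds went on for 24 h at 37 °C. Readout used a luciferase detection reagent, luminescence taken after 12 min at room temperature.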
GLP1R inv ag: GLP-1 receptor (human) inverse agonism. Potency, µM (doses to about 38.3 µM), inactives show at the top dose activity change, negative = inhibition, hits mostly inhibitors. P43220. HEK293 GLP-1R CRE-luciferase, luminescence, 24 h; GLP-1R form is constitutively active. 1.6% of 410,000 active; also: % is scaled to controls: 0 for no effect and ±100 for the full control effect; nearly all actives have a fitted effect of over 55% in size
Target sequence (P43220 whole entry, looked up): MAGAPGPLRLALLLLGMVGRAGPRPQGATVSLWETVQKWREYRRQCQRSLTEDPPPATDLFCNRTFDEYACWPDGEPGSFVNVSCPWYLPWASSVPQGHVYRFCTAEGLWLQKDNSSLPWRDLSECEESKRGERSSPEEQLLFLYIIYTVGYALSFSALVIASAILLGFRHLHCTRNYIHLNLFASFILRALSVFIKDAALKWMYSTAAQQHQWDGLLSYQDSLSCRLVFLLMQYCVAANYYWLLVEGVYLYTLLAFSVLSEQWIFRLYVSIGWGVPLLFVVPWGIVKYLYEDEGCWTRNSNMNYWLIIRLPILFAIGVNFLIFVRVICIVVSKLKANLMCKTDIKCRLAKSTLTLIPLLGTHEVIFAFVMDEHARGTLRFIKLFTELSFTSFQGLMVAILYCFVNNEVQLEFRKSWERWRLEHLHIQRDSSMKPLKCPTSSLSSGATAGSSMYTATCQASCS
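Readout was luciferase luminescence, measured 12 min after detection reagent at room temperature. Beforehand, GLP-1R reporter HEK293 cells had sat 12 h, then received compounds for 24 hr at 37 deg C.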
HT1080NT lethal: kills 2HG-producing HT-1080-NT fibrosarcoma cells; AID 686970; HT-1080-NT fibrosarcoma viability, CellTiter-Glo ATP luminescence, 48 h; Potency, µM (series often up to 46.1 µM), without a hit: at the top dose activity, negative = less viability, most hits filed as cytotoxic; 1.6% of 360,000 active;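 also: NT is the 2HG producing partner of a matched IDH1 knockdown line; 0% = DMSO-treated cells and -100% = media-only wells without cells; nearly all actives have a fitted effect of over 55% in size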
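Viability by CellTiter-Glo luminescence after 48 h compound exposure at 37C of HT-1080-NT cells (750/well, RPMI, 5% FBS). % activity scaled between DMSO wells and medium-only wells, then curve-fitted and categorized by curve class.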
KB-V1 MDR tox: kills drug-selected multidrug resistant KB-V1 cells; KB-V1 MDR cells viability, CellTiter-Glo, 72 h; Potency, µM (series often up to 46.1 µM), inactives show at the top dose activity change, negative = cytotoxicity, hits mostly cytotoxic; 3.4% of 400,000 active; AID 1347076; also: % is scaled to controls: 0 for no effect and ±100 for the full control effect; nearly all actives have a fitted effect of over 60% in size
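KB-V1, DMEM (no phenol red) + 10% FBS; cpd pin-transferred, titration series; 72 h, 37 degrees C; CellTiter-Glo, luminescence. Data normalized, curve-fit.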
SW480 rereplic: DNA re-replication induction in SW480 cells. Potency, µM (highest dose often 46.1 µM), inactives show at the top dose re-replication activation, most hits filed as activators. AID 624297. 1.8% of 340,000 active. SW480 DNA re-replication, Hoechst DNA content imaging, 48 h; also: % of control where 0% means no effect; nearly all actives have a fitted effect of over 55% in size
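Image-based read-out: total Hoechst fluorescence of nuclei (405 nm excitation, 500-530 nm emission), with hits raising the fraction of high-intensity nuclei. SW480 colon cells incubated 48 hr with compounds at 37 C.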
GLP-1R agonist: activates the human GLP-1 receptor | P43220 | HEK293 GLP-1R CRE-luciferase, luminescence, 4-6 h; cells express a hypersensitive GLP-1R form | Potency, µM (top dose mostly 45.6 µM), without a hit: top-dose activation, hits mostly activators | 0.007% of 380,000 active; also: % of control where 0% means no effect
KB-3-1 tox: kills parental KB-3-1 adenocarcinoma cells; 1.4% of 400,000 active; AID 1347075; Potency, µM (doses to about 46.1 µM), for inactives: top-dose activity change, negative = cytotoxic, actives largely listed as cytotoxic; KB-3-1 viability, CellTiter-Glo ATP luminescence, 72 h; also: % is scaled to controls: 0 for no effect and ±100 for the full control effect; nearly all actives have a fitted effect of over 60% in size
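72 h, 37 °C compound treatment of KB-3-1 parental cells; CellTiter-Glo added, 10 min, luminescence read. Data corrected against DMSO-only plates and normalized before curve fitting.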
Numbers without * were called inactive; ? = inconclusive; / = no result given; & = joins results of further samples; [ ] = remark or other dose. Calls follow the shape of the dose curve; as a rule, active = well fitted curve in the direction sought with a large enough effect; inconclusive = small, poorly fitted or top-dose-only effect, or another doubt; inactive = no such curve, though single readings can be large; an effect the other way counts as inactive or inconclusive. Potency is read from the fitted curve at half-maximal effect.

SMILES	HT1080 IDH1KD tx	TDP-43 yeast inh	GLP1R cytotox	GLP1R inv ag	HT1080NT lethal	KB-V1 MDR tox	SW480 rereplic	GLP-1R agonist	KB-3-1 tox
CC(C)=CCNc1ncnc2c1c(C#N)cn2C1OC(CO)C(O)C1O (stereo not given)	-15.8%	4.4%	-22.4%	6.3%	-5.2%	?	?	2.4%	?
C/C(=N\NC(=O)c1cc2c(s1)CCC(C)C2)c1ccc[nH]1 (stereo not given)	-0.1%	4.3%	12.8%	-2.1%	-2.3%	-0.1%	-14.9%	21.6%	-12.4%
CN(C(=S)Nc1cccnc1)c1ccc(O)cc1	18.7%	18.7%	7.5%	15.4%	11.3%	4.0%	-3.4%	-8.1%	4.5%
CC(C)CNC(=O)COC(=O)c1ccc(Cl)c(S(=O)(=O)N2CCc3ccccc32)c1	-9.0%	-8.0%	0.0%	-25.6%	6.1%	4.7%	-12.6%	22.2%	-0.2%
N#CCSc1ncnc2ccccc12	-11.7%	8.9%	-7.0%	?	-15.7%	-4.1%	?	-0.7%	0.0%
Cc1ccc(-n2ncc(C(=O)NCCc3ccsc3)c2C2CCN(C(=O)OC(C)(C)C)CC2)c(C)c1	/	?	0.7%	?	/	0.0%	/	/	9.5%
CCOc1cc(CNn2cnnc2SCC(=O)NC(C)(C)C)ccc1OCC(=O)NC(C)(C)C	-5.5%	-1.0%	-7.4%	-16.8%	3.6%	4.9%	-13.1%	9.2%	1.6%
COc1cc2c(cc1OC)C(c1ccc(F)cc1)N(c1ccccc1)C(=O)C2 (stereo not given)	/	-6.8%	12.9%	11.0%	/	-19.4%	/	/	1.4%
COc1cccc(NC(=O)CSc2nncn2-c2ccccn2)c1	3.1%	2.5%	0.2%	-3.2%	2.2%	?	-4.3%	5.3%	?
O=C(NC(Cc1c[nH]c2ccccc12)C(=O)O)OCC1c2ccccc2-c2ccccc21 (stereo not given)	3.9%	0.0%	5.1%	10.3%	1.0%	0.5%	/	-2.9%	5.6%
Cc1cccc(C(=O)O/N=C(\N)Cc2cccc3ccccc23)c1	2.3%	-52.5%[inhibitor]	?	?	0.0%	12.2%	-3.6%	?	-0.2%
Cc1cc(Cl)ccc1OCC(=O)NN1C(=O)C2C3C=CC(C3)C2C1=O (stereo not given)	7.2%	-9.8%	-1.8%	-1.0%	12.6%	14.1%	2.1%	9.6%	?
COc1ccc(NC(=O)C[C@H]2C(=O)N(Cc3ccccc3)C[C@@H]2C)cc1	11.5%	28.5%	-6.6%	-0.3%	12.8%	1.8%	/	3.3%	15.7%
COc1ccc(OC)c(NC(=O)c2cccc(S(=O)(=O)N(Cc3ccccc3)c3ccccc3OC)c2)c1	13.0%	9.6%	-9.6%	-45.9%	7.2%	-2.5%	-0.4%	-5.8%	3.6%
COc1ccc(NC(=O)Cn2nnc(-c3ccccc3)c2COc2ccc3ccccc3c2)cn1	?	3.3%	-15.8%	?	?	0.0%	/	-3.6%	?
O=C(CSc1ccccc1)NCc1cccnc1	-0.2%	2.3%	5.4%	0.0%	0.7%	?	-4.9%	4.3%	15.0%
Cc1nn(C)cc1S(=O)(=O)NCc1ccccc1Cl	21.6%	6.1%	-5.0%	4.6%	14.9%	6.7%	-2.9%	-2.4%	11.0%
Cc1nn(CC(=O)NCc2cc3ccccc3[nH]2)c(C)c1[N+](=O)[O-]	-3.2%	5.8%	1.6%	0.9%	-0.3%	?	16.4%	0.2%	3.9%
CN(C)S(=O)(=O)N1CCN(CC(=O)Nc2ccc(Br)cc2)CC1	-0.3%	-11.1%	9.1%	-16.1%	6.5%	1.5%	?	4.3%	-2.0%
COc1ccc(S(=O)(=O)Nc2cccc(Cl)c2)cc1OC	-0.8%	3.4%	3.1%	1.5%	3.0%	9.7%	-6.9%	-0.3%	1.2%
COc1ccc([N+](=O)[O-])cc1NC(=O)C(C)OC(=O)c1ccccn1 (stereo not given)	6.2%	3.6%[9.22 µM]	-0.3%[7.66 µM]	-5.0%[7.66 µM]	-0.1%	1.7%	-0.5%	9.6%	6.4%
CN(Cc1ccccc1)S(=O)(=O)c1ccc(Cl)c(C(=O)NCCCN2CCCC2=O)c1	-5.0%	-6.0%	-3.5%	0.8%	5.0%	?	-95.4%[inhibitor]	13.1%	-17.9%
Cc1nc(C)c2c(=O)cc(-c3ccccc3)[nH]c2n1	8.91µM*	-10.6%	-29.4%	6.3%	10µM*	3.16µM*	8.91µM*	-9.0%	7.08µM*
CC(=O)Nc1ccc(S(=O)(=O)NCc2ccc3c(c2)cc(C)n3C)cc1	-5.2%	6.9%	-25.5%	4.6%	-12.2%	-1.3%	0.7%	2.9%	-4.7%
CCN(CC)CCCN(C)C(=O)Cn1nc(Cc2ccncc2)c2ccccc2c1=O	6.5%	-8.4%	-4.5%	-8.8%	10.4%	?	1.0%	10.9%	18.5%
CC12CCC(=O)N1C(C(=O)N1CCN(S(=O)(=O)c3ccc(F)c(F)c3)CC1)CS2 (stereo not given)	0.7%	3.7%	5.7%	-0.9%	0.5%	13.1%	?	2.7%	1.7%
O=C(Nc1ccc(N2CCOCC2)cc1)C1CC(=O)N(c2ccc(F)cc2)C1 (stereo not given)	7.7%	0.5%	-0.3%	11.2%	8.9%	0.0%	-7.7%	-1.1%	21.7%
COc1ccccc1C(=O)Nc1ccc(S(=O)(=O)Nc2nccs2)cc1	0.2%	9.4%	17.9%	17.6%	3.2%	-1.9%	-1.1%	0.9%	2.2%
COc1cc2c(cc1OC)C(COc1ccc([N+](=O)[O-])cc1)N(C(C)=O)CC2 (stereo not given)	-20.1%	0.0%	-17.9%	73.2%[activator]	?	?	-0.5%	21.9%	16.4µM*
O=C(CSc1nc(=O)n(CCCN2CCOCC2)c2c1CCC2)Nc1ccc([N+](=O)[O-])cc1	0.6%	10.4%	-13.2%	2.4%	-7.4%	-12.2%	7.6%	0.4%	-9.9%
CC1CCCN(S(=O)(=O)c2cccc(C(=O)OCC(=O)N(C)Cc3c(F)cccc3Cl)c2)C1 (stereo not given)	21.6%	0.0%	3.7%	6.7%	12.6%	?	-5.7%	-1.6%	-8.8%
CCOC(=O)N1CCN(C(=O)CSc2nnc(-c3cc(OC)ccc3OC)o2)CC1	6.9%	-2.3%	-10.9%	22.5%	4.0%	-7.4%	?	1.1%	14.2%
Cc1nc(SCC(=O)Nc2c(C)n(C)n(-c3ccccc3)c2=O)n[nH]1	7.2%	5.3%	-3.8%	-0.4%	10.9%	7.2%	-10.7%	-3.0%	1.4%
CN(CC(=O)Nc1ccc(F)cc1)C(=O)c1cn(-c2ccccc2)nc1-c1cccs1	-1.8%	10.6%	6.4%	?	-9.7%	-2.2%	-9.9%	-1.3%	-2.1%
O=C(N/N=C/c1ccc([N+](=O)[O-])cc1)C(=O)N1CCCC1	13.3%	-13.7%[0.397 µM]	-2.1%	19.2%	9.6%	29.2%	-1.9%	3.4%	8.5%
COc1ccccc1C(=O)N1CCC(C(=O)c2ccc(F)cc2)CC1	-3.8%	1.3%	3.1%	0.5%	0.4%	9.2µM*	1.5%	-10.0%	0.2%
COCc1cccc(C2=CC(=O)C[C@H](c3ccc(F)cc3)C2)c1	-2.0%	?	-2.9%	0.9%	18.7%	-10.0%	-3.7%	-3.2%	-24.8%
Cc1cccc(NC(=O)c2sc(-c3ccccc3)nc2-c2ccc([N+](=O)[O-])cc2)c1	-3.5%	24.5%	-2.1%	?	5.9%	0.0%	20.3%	-7.0%	-11.8%
Cc1ccccc1N1CCN(c2ncnc3c2cnn3Cc2ccc(Cl)cc2)CC1	-12.1%	8.3%	-2.4%	?	-5.2%	?	16.9%	-6.0%	18.4µM*
Cc1c(C=O)c2ccccc2n1CC(=O)N1CCc2ccccc2C1	-7.1%	-6.9%	1.6%	-23.2%	-10.9%	-5.6%	-14.1%	-5.2%	-9.6%
CCc1nnc(NC(=O)c2nc(S(=O)(=O)Cc3ccccc3)ncc2Cl)s1	7.31µM*	20.1%	-3.2%	?	11.6µM*	?	?	-7.2%	23.1µM*
COC(=O)C1(C(=O)OC)C[C@H](/C=C/c2ccccc2)N(Cc2ccccc2OC)[C@@H]1c1ccc(F)cc1	-0.9%	0.0%	0.0%	-4.7%	-15.1%	?	/	/	-9.1%
CCc1ccccc1NC(=S)N1N=CCC1c1ccccc1 (stereo not given)	27.8%	21.2%	-0.3%	?	6.8%	6.3%	5.2%	3.0%	1.2%
O=C(Nc1cccc2c1[nH]c1ccccc12)C(F)(F)F	-0.7%	14.1µM*	-13.2%	?	-8.6%	1.2%	-1.2%	-7.1%	?
CCCN1CCN(CCCNC(=O)c2ccc(CS(=O)c3ccc(OC)cc3)o2)CC1 (stereo not given)	17.3%	-6.8%&5.9%	5.6%&5.8%	3.5%&1.8%	1.9%	6.9%	-0.9%	5.4%	2.0%
O=C(NCc1ccco1)c1cc(=O)c2ccccc2o1	-14.8%	-8.4%	0.7%	1.7%	-10.1%	-5.9%	-18.2%	3.4%	-5.0%

Source: PubChem
